Screening data as filed in PubChem.
GC-B act: GC-B (human) receptor activation; activation, % at 10 µM; AID 1920062; P20594; actives 0.11% (n = 370,000); HEK293-GC-B cells, CNP EC30, cGMP TR-FRET; 0% at EC30 CNP, 100% saturating CNP;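 active = activation at 10 µM reaching about 35% in either raw or pattern-adjusted values, limit read from the data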
SMARCA2 activ: activators of SMARCA2 function; activation, % at 9.1 µM; MG213 cells, MMTV-luciferase reporter, dexamethasone, overnight; actives 1% (n = 370,000); in the data active = activation above about 7.8%;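 also: 0% = vehicle wells and 100% = reference activator wells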
sPLA2-III inh: Inhibits HGIII-sPLA2 liposome hydrolysis, primary screen | Q9NZ20 | QFRET BODIPY PC-A2 liposome hydrolysis, fluorescence | inhibition, % at 12.2 µM | actives 0.56% (n = 370,000) | AID 743126;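 active = inhibition above mean plus 3 SD of compounds lying within the high and low control bounds, cut at about 19% in these data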;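 also: 0% = median of test compound wells and 100% = no enzyme DMSO wells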
DAX1 inh-1: inhibitors of human orphan nuclear receptor DAX1 (NR0B1) | P51843 | HEK293 Gal4-DAX1 luciferase reporter, luminescence | AID 504766 | actives 0.99% (n = 340,000) | inhibition, % at 6.75 µM;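 active = inhibition above the mean over all tested compounds plus 3 SD, cut at about 4.2% in these data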;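 also: 0% = DAX1-transfected cells with DMSO and 100% = empty-vector control cells with DMSO; inhibition shows as a rise in luminescence from relieved DAX1 repression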
Target sequence (P51843 207-470 limits assumed): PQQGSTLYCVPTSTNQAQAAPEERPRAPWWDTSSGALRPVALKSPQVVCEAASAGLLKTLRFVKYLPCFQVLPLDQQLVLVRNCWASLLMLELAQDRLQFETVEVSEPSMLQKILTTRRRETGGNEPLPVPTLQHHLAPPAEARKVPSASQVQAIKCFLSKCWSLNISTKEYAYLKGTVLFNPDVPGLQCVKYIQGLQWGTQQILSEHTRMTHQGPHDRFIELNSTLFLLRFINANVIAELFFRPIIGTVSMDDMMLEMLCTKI
hgDAF-12 ag: agonists of H. glycines DAF-12 nuclear receptor | actives 1.8% (n = 370,000) | activation, % at 6.8 µM | HEK293 GAL4-hgDAF12 UAS-luciferase reporter, agonist luminescence; normalized to butyrate control | AID 687014;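 active = activation above a cutoff set at the mean of all screened compounds plus 3 SD, cut at about 10% in these data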;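 also: 0% = DMSO wells and 100% = sodium butyrate wells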
GC-A act: GC-A (human) enzyme activation; P16066; HEK293 GC-A cells, cGMP TR-FRET, EC30 ANP; 0% at EC30 ANP, 100% saturating ANP; activation, % at 10 µM; actives 0.14% (n = 370,000); AID 1671463; in the data active = activation above about 40%
hcDAF12 agonist: H. contortus DAF-12 activation, primary screen | HEK293 hcDAF-12 lit1-tk-luc reporter, luminescence; 0% DMSO, 100% Δ7-dafachronic acid | activation, % at 6.8 µM | actives 1.4% (n = 370,000);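 active = activation above the mean of all tested compounds plus 3 SD, cut at about 5.5% in these data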;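 also: 100% = response to 3 µM Δ7-dafachronic acid high control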
DAX1 inh-2: DAX1 (NR0B1) inhibition, primary screen; HEK293T StAR-luciferase reporter, SF-1/DAX-1 repression relief; inhibition, % at 6.8 µM; actives 1.1% (n = 370,000); AID 652010;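 active = inhibition above the mean over all tested compounds plus 3 SD, cut at about 3.6% in these data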;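 also: 0% = DAX-1 cells with DMSO and 100% = cells lacking DAX-1 with DMSO; higher inhibition means more luminescence from relief of DAX-1 repression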
FXN GAA850 act: activators of GAA850 frataxin (FXN) promoter | actives 0.56% (n = 360,000) | activation, % at 6 µM | HEK293 lucGAA850 FXN promoter luciferase reporter, 24 h; percent of 10 µM SAHA response;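 active = activation above the average of all compounds screened plus 3 SD, cutoff fixed separately per campaign, cut at about 7.5% in these data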;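 also: 0% = DMSO wells and 100% = 10 µM SAHA wells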
ssDAF-12 act: S. stercoralis DAF-12 activation, primary screen. HEK293 ssDAF-12/GRIP1 lit1-tk-luc reporter, luminescence; % of 3 µM dafachronic acid response. actives 1% (n = 370,000). activation, % at 6.8 µM;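 active = activation above the mean over all tested compounds plus 3 SD, cut at about 0.9% in these data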;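 also: 0% = DMSO-only wells and 100% = 3 µM delta7-dafachronic acid wells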
ADAM10 inh: inhibits human ADAM10 | O14672 | recombinant ADAM10, EDANS/DABCYL FRET peptide cleavage, 3 h | inhibition, % at 7 µM | actives 0.62% (n = 370,000) | AID 720582;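 active = inhibition above a per-campaign cutoff equal to the mean of compounds falling between control-based bounds plus 3 SD, cut at about 20% in these data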;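 also: 0% = DMSO wells while the 100% control is not disclosed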
Target sequence (O14672 214-748 limits assumed): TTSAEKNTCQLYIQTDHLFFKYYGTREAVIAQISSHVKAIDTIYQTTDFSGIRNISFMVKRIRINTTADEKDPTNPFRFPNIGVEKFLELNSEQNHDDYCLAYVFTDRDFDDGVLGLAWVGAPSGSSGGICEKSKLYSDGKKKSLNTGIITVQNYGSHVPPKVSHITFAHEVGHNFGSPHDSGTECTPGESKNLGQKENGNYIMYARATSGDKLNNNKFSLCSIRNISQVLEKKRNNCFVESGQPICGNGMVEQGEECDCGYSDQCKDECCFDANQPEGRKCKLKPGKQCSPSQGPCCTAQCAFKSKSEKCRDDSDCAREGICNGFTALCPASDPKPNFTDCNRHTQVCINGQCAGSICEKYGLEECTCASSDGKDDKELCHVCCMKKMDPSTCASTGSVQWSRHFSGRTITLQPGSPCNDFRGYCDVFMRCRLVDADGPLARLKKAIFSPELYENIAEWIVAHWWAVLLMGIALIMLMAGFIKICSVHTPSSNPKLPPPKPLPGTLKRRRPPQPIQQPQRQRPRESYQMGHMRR
* = called active by the depositor; i = inactive; · = no result given.

1. Cc1ccc(C(c2nnnn2C2CCCC2)N2CCN(c3nc4ccccc4s3)CC2)cc1 (centres undefined)
2. COc1cc(C(=O)NNC(=O)CCOc2ccccc2)cc(OC)c1OC
3. Cc1sc2ncnc(SCC(=O)NC3CCCC3)c2c1C
4. CC(=O)c1cc(C#N)c(N(C)Cc2ccccc2)nc1C
5. N#C/C(=C\c1cn(Cc2ccccc2F)c2ccccc12)C(=O)NCc1ccco1

| Assay by compound | 1 | 2 | 3 | 4 | 5 |
| --- | --- | --- | --- | --- | --- |
| GC-B act | -9.1 | -2.5 | 2.4 | 1.8 | -9.7 |
| SMARCA2 activ | -2.0 | -3.1 | -3.6 | -3.1 | -1.4 |
| sPLA2-III inh | 8.0 | 0.0 | 2.9 | -3.4 | 2.9 |
| DAX1 inh-1 | 0.2 | 0.3 | -0.2 | -1.4 | -0.3 |
| hgDAF-12 ag | -0.7 | 1.8 | 2.8 | -0.4 | 0.7 |
| GC-A act | -3.5 | -3.0 | -0.7 | 1.0 | -14.4 |
| hcDAF12 agonist | -1.2 | -1.8 | -1.3 | -0.9 | 2.4 |
| DAX1 inh-2 | -0.8 | -0.3 | 0.1 | 0.0 | -0.4 |
| FXN GAA850 act | 4.0 | -0.8 | -0.2 | 2.2 | -0.1 |
| ssDAF-12 act | -0.6 | -0.9 | -2.0 | -0.9 | -1.2 |
| ADAM10 inh | -15.1 | -8.0 | -3.7 | -12.4 | 4.3 |

6. COc1ccccc1CCNC(=O)C(=O)NCC1OCCN1S(=O)(=O)c1cc(F)ccc1F (centres undefined)
7. O=C(Cn1ncn2nc(-c3ccccc3)cc2c1=O)NCc1ccccn1
8. Clc1ccc(-c2nnc(C3CCCCC3)o2)cc1
9. O=C(O)CCCC(=O)Nc1ccc(-n2ccc(C(F)(F)F)n2)cc1
10. CCC(C)NC(=O)CCC(=O)NNc1nc2ccccc2c2nc(C)nn12 (centres undefined)

| Assay by compound | 6 | 7 | 8 | 9 | 10 |
| --- | --- | --- | --- | --- | --- |
| GC-B act | 4.8 | 2.2 | -0.1 | 6.1 | -6.2 |
| SMARCA2 activ | -0.6 | -2.7 | 1.2 | -1.3 | -1.4 |
| sPLA2-III inh | -6.5 | 2.7 | 2.8 | 0.4 | 1.7 |
| DAX1 inh-1 | 0.5 | -0.8 | 1.1 | 0.4 | -1.1 |
| hgDAF-12 ag | -3.1 | 1.5 | 4.0 | -0.6 | -1.0 |
| GC-A act | -1.6 | 8.7 | 6.3 | -0.6 | -3.7 |
| hcDAF12 agonist | -1.4 | -0.3 | -1.8 | -0.6 | 2.7 |
| DAX1 inh-2 | -5.5 | 0.2 | 0.4 | -0.5 | 0.4 |
| FXN GAA850 act | 1.1 | 0.1 | 1.7 | 0.2 | 1.3 |
| ssDAF-12 act | -1.4 | -0.5 | -0.9 | -1.0 | -0.2 |
| ADAM10 inh | 0.1 | -4.2 | -7.5 | -2.7 | -4.6 |

Two compounds picked at random from those above:
7. O=C(Cn1ncn2nc(-c3ccccc3)cc2c1=O)NCc1ccccn1
10. CCC(C)NC(=O)CCC(=O)NNc1nc2ccccc2c2nc(C)nn12 (centres undefined)

| Assay by compound | 7 | 10 |
| --- | --- | --- |
| GC-B act | 2.2 | -6.2 |
| SMARCA2 activ | -2.7 | -1.4 |
| sPLA2-III inh | 2.7 | 1.7 |
| DAX1 inh-1 | -0.8 | -1.1 |
| hgDAF-12 ag | 1.5 | -1.0 |
| GC-A act | 8.7 | -3.7 |
| hcDAF12 agonist | -0.3 | 2.7 |
| DAX1 inh-2 | 0.2 | 0.4 |
| FXN GAA850 act | 0.1 | 1.3 |
| ssDAF-12 act | -0.5 | -0.2 |
| ADAM10 inh | -4.2 | -4.6 |

Carrying on.
11. CCCCCn1nnnc1C1(C)CSCC(=O)N1Cc1ccco1 (centres undefined)
12. COc1cccc(N(C(=O)Cn2nnc(-c3cccs3)n2)C(C(=O)NC2CCCCC2)c2ccncc2)c1 (centres undefined)
13. Cc1cc(NC(=O)CN2CCCCC2C)no1 (centres undefined)
14. O=S(=O)(c1cccc(C(F)(F)F)c1)N1CCC(O)(c2cccnc2)CC1
15. Cn1c(SCC(=O)NC2CCCCC2)nnc1-c1ccccn1

| Assay by compound | 11 | 12 | 13 | 14 | 15 |
| --- | --- | --- | --- | --- | --- |
| GC-B act | 6.6 | -18.2 | -1.2 | 4.6 | -0.6 |
| SMARCA2 activ | 1.2 | -0.9 | -0.6 | 4.4 | 1.9 |
| sPLA2-III inh | 1.6 | 0.9 | -1.2 | 5.8 | 2.3 |
| DAX1 inh-1 | · | 0.1 | 0.7 | -0.2 | 0.4 |
| hgDAF-12 ag | -4.1 | -1.3 | 0.5 | 0.4 | 0.1 |
| GC-A act | -0.1 | -26.3 | 2.7 | 3.4 | -2.2 |
| hcDAF12 agonist | -2.3 | -1.1 | -1.2 | -0.9 | -1.5 |
| DAX1 inh-2 | -1.3 | -0.6 | 0.0 | 0.3 | -0.5 |
| FXN GAA850 act | · | 1.2 | -0.8 | 4.2 | 3.7 |
| ssDAF-12 act | -1.2 | -0.9 | -1.4 | -1.2 | -1.2 |
| ADAM10 inh | 4.0 | 0.9 | -4.6 | 6.7 | 2.2 |

16. CC(=O)N(CN1C(=O)c2ccccc2C1=O)c1cccc(C)c1
17. CC(C)CNC(=O)C1(C)CCCCCN1C(=O)c1csnn1 (centres undefined)
18. CN(c1ccccc1C(N)=O)S(=O)(=O)c1ccccc1
19. COc1ccc(S(=O)(=O)N2CCN(CC(=O)c3[nH]c(C)c(C(C)=O)c3C)CC2)cc1OC
20. Cc1cc(Nc2ccccc2C(=O)O)nc2nc3ccccc3c(=O)n12

| Assay by compound | 16 | 17 | 18 | 19 | 20 |
| --- | --- | --- | --- | --- | --- |
| GC-B act | -4.9 | 1.8 | -0.2 | -0.1 | -1.9 |
| SMARCA2 activ | -2.3 | -0.8 | 1.4 | 0.7 | -1.7 |
| sPLA2-III inh | 2.4 | 0.9 | 4.2 | 6.8 | -0.5 |
| DAX1 inh-1 | 0.2 | · | 0.1 | 0.8 | 1.4 |
| hgDAF-12 ag | 1.1 | -2.2 | -1.2 | 7.4 | -2.1 |
| GC-A act | -5.3 | 3.1 | 3.2 | 0.0 | -2.5 |
| hcDAF12 agonist | -1.9 | -0.1 | 0.8 | 0.4 | -0.4 |
| DAX1 inh-2 | -0.1 | 0.6 | -0.4 | -0.9 | 1.1 |
| FXN GAA850 act | 2.1 | -1.8 | -1.0 | 1.5 | -0.8 |
| ssDAF-12 act | -0.5 | -1.4 | -0.8 | -0.9 | -0.8 |
| ADAM10 inh | -4.3 | 0.8 | 0.5 | -18.0 | -5.7 |

21. CCCOc1ccc(CNC(=O)Cc2cccs2)cc1
22. O=C(O)c1cc([N+](=O)[O-])ccc1N1CCC(Cc2ccccc2)CC1
23. CCCCc1c(C)nc2cc(-c3ccco3)[nH]n2c1=O
24. COc1ccc(NC(=O)C2(C)Cc3c(-c4ccc(N(C)C)cc4)ccnc3O2)cc1OC (centres undefined)

| Assay by compound | 21 | 22 | 23 | 24 |
| --- | --- | --- | --- | --- |
| GC-B act | 0.6 | -2.3 | -0.8 | 2.7 |
| SMARCA2 activ | 1.8 | 2.9 | -2.8 | -4.6 |
| sPLA2-III inh | -5.7 | -11.6 | 1.4 | 12.7 |
| DAX1 inh-1 | 3.4 | 1.3 | 0.9 | · |
| hgDAF-12 ag | 6.5 | 0.4 | 2.4 | -2.4 |
| GC-A act | 2.8 | -0.2 | -1.8 | -0.2 |
| hcDAF12 agonist | 1.1 | -0.1 | 2.1 | -1.0 |
| DAX1 inh-2 | 0.8 | -0.7 | 0.3 | -0.5 |
| FXN GAA850 act | 2.8 | 0.0 | 1.5 | 0.3 |
| ssDAF-12 act | 0.0 | -1.9 | -1.0 | -0.4 |
| ADAM10 inh | 1.1 | 3.7 | -14.2 | i |

Structural class, the entries above with an aryl methoxy group.
2. COc1cc(C(=O)NNC(=O)CCOc2ccccc2)cc(OC)c1OC
6. COc1ccccc1CCNC(=O)C(=O)NCC1OCCN1S(=O)(=O)c1cc(F)ccc1F (centres undefined)
12. COc1cccc(N(C(=O)Cn2nnc(-c3cccs3)n2)C(C(=O)NC2CCCCC2)c2ccncc2)c1 (centres undefined)
19. COc1ccc(S(=O)(=O)N2CCN(CC(=O)c3[nH]c(C)c(C(C)=O)c3C)CC2)cc1OC
24. COc1ccc(NC(=O)C2(C)Cc3c(-c4ccc(N(C)C)cc4)ccnc3O2)cc1OC (centres undefined)

| Assay by compound | 2 | 6 | 12 | 19 | 24 |
| --- | --- | --- | --- | --- | --- |
| GC-B act | -2.5 | 4.8 | -18.2 | -0.1 | 2.7 |
| SMARCA2 activ | -3.1 | -0.6 | -0.9 | 0.7 | -4.6 |
| sPLA2-III inh | 0.0 | -6.5 | 0.9 | 6.8 | 12.7 |
| DAX1 inh-1 | 0.3 | 0.5 | 0.1 | 0.8 | · |
| hgDAF-12 ag | 1.8 | -3.1 | -1.3 | 7.4 | -2.4 |
| GC-A act | -3.0 | -1.6 | -26.3 | 0.0 | -0.2 |
| hcDAF12 agonist | -1.8 | -1.4 | -1.1 | 0.4 | -1.0 |
| DAX1 inh-2 | -0.3 | -5.5 | -0.6 | -0.9 | -0.5 |
| FXN GAA850 act | -0.8 | 1.1 | 1.2 | 1.5 | 0.3 |
| ssDAF-12 act | -0.9 | -1.4 | -0.9 | -0.9 | -0.4 |
| ADAM10 inh | -8.0 | 0.1 | 0.9 | -18.0 | i |
